Bioassay records as filed in PubChem.
CHX counter = counter-screen for Shiga toxin inhibitors: cycloheximide protein synthesis inhibition; cell reporter, cycloheximide protein synthesis inhibition counterscreen; max response, %; 300,000 tested, 12% active; in the data active means max response mostly above about 13%, no sharp cut-off; inactive means mostly below about 14%; further: read at 38.3 µM for the half of the compounds with a filed dose; 0% is about no effect
Pf growth 48h = inhibits P. falciparum growth in the first generation, 48 h | P. falciparum luciferase growth in erythrocytes, 48 h | Potency, µM (doses to about 28.7 µM), inactives show at the top dose activity change, negative = inhibition, most hits filed as inhibitors | 310,000 tested, 5.9% active | AID 504832; further: potency means the concentration at half of the fitted maximal effect; on the % scale 0 is the no-effect control and ±100 the full control effect
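Luciferase-expressing P. falciparum in infected erythrocytes (2% hematocrit, 0.1% parasitemia final) in RPMI 1640/0.5% Albumax were exposed to compound for 48 hours at 37 C, 5% CO2; growth read as luminescence.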
Shiga toxin inh = blocks Shiga toxin action in Vero cells. 290,000 tested, 9.2% active. AID 2315. Vero cells, Shiga toxin protein synthesis inhibition reporter. inhibition, % at 38.7 µM; in the data active means inhibition mostly above about 28%, no sharp cut-off; inactive means mostly below about 43%; further: 0% is about no effect
HCV inh = HCV inhibition. Huh7.5.1 HCVcc-Cre infection, luciferase reporter, 44 h. Potency, µM (series often up to 41.8 µM), inactives show at the highest dose activity change, negative = inhibition, usual class: inhibitors. 340,000 tested, 3.4% active. AID 651820; further: potency means the concentration at half of the fitted maximal effect; on the % scale 0 is the no-effect control and ±100 the full control effect
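Whole-lifecycle infectious HCVcc-Cre system; cells 1,000/well, compound then virus (~0.5 moi) added 4 h after plating, 44 h culture. Luciferase read 15 sec following 15 min substrate incubation, room temp.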
Pf growth 96h = P. falciparum growth inhibition at 96 hour, primary screen for plastid delayed-death inhibitors | P. falciparum luciferase reporter growth, 96 h | 320,000 tested, 6.9% active | Potency, µM (series often up to 28.7 µM), without a hit: at the highest dose activity change, negative = inhibition, most hits filed as inhibitors; further: potency means the concentration at half of the fitted maximal effect; on the % scale 0 is the no-effect control and ±100 the full control effect
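Infected RBCs, 2% Hct / 0.05% parasitemia final; luciferase-reporter P. falciparum; cpd 96 h, 37 C, 5% CO2; luciferase detection reagent; luminescence.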
Tb PYK inh = T. brucei pyruvate kinase inhibition; Q57TT1; TbPYK enzyme, Kinase-Glo Plus ATP luminescence, 45 min; Potency, µM (top dose mostly 76.8 µM), inactives show at the highest dose activity, negative = inhibition, most hits filed as inhibitors; 410,000 tested, 0.12% active; AID 624173; further: potency means the concentration at half of the fitted maximal effect; on the % scale 0 is the no-effect control and ±100 the full control effect; nearly all actives have a fitted effect of over 50% in size
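In this concentration-response screen, enzyme-free wells defined baseline while DMSO plates tracked drift. Each reaction combined TbPYK, substrate, compound and 130 uM ADP for 45 min at room temperature. Kinase-Glo Plus luminescence gave the signal.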
LmPK inh = inhibitors of Leishmania mexicana pyruvate kinase. Q27686. purified LmPK, Kinase-Glo ATP luminescence, 1 h. Potency, µM (series often up to 57.5 µM), for the others: at the highest dose activity change, negative = inhibition, actives largely listed as inhibitors. 290,000 tested, 0.37% active. AID 1721; further: potency means the concentration at half of the fitted maximal effect; on the % scale 0 is the no-effect control and ±100 the full control effect
Target sequence (Q27686 whole entry, looked up): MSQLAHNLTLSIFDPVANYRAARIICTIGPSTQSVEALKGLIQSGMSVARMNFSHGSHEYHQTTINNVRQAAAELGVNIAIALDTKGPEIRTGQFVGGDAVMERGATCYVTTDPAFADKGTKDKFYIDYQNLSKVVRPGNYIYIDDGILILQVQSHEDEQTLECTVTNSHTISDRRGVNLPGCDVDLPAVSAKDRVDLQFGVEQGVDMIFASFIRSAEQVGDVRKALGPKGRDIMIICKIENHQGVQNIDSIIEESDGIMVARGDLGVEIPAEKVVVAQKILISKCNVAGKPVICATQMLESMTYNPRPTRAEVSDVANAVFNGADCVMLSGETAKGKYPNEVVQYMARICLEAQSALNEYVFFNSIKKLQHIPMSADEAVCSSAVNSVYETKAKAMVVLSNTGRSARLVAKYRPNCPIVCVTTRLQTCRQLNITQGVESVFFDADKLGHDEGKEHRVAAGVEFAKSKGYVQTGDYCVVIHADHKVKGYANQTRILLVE
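Purified LmPK (0.1 nM) with 0.5 mM PEP and 0.1 mM ADP in imidazole buffer pH 7.2 with MgCl2/KCl, 1 h at room temperature. ATP formed was read by luciferase luminescence and normalized to no-enzyme and uninhibited controls.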
Active calls of the source: *; ? = inconclusive; nt = no result given; & = joins results of further samples; [ ] = another dose, or the depositor's remark. Unless noted, the call rests on the fitted dose curve; in most records, active means well fitted curve in the direction sought with a large enough effect; inconclusive means small, poorly fitted or top-dose-only effect, or another doubt; inactive means no such curve, though single readings can be large; an effect the other way counts as inactive or inconclusive.

SMILES | CHX counter | Pf growth 48h | Shiga toxin inh | HCV inh | Pf growth 96h | Tb PYK inh | LmPK inh
CCOc1ccc(NC(=O)N[C@@H](CCSC)C(=O)OC)cc1 | 5 | 29% | 7 | 0% | nt | -9% | 2%
Cc1ccccc1CNC(=O)Cc1ccccc1[N+](=O)[O-] | 58* | 77%[activator] | 62* | 8% | ? | -1% | -6%
O=C1C2CCc3ccccc3C2N1c1ccccc1 (configuration not stated) | nt | -18% | nt | 9% | ? | 2% | nt
Cn1cccc1/C=N/NC(=O)c1cccnc1 | 18 | 13% | 30 | 17% | -21% | 2% | -11%
C=CCn1cnc2scc(-c3ccc(C)c(C)c3)c2c1=O | -3 | 4% | -14 | ? | -4% | -20% | 1%
c1ccc(-c2cn(-c3ccccc3)c3ncnc(N4CCCCC4)c23)cc1 | 7 | -34% | -14 | ? | 0% | -4% | 1%
Cc1cc(C)nc(SCc2nc(N)nc(-c3ccccc3O)n2)n1 | 6 | ? | -2 | ? | -20% | -8% | -10%
O=[N+]([O-])c1c(NCCO)cc(N2CCN(Cc3ccc4c(c3)OCO4)CC2)c2nonc12 | -2 | ? | -10 | 12% | 21% | 1% | 4%
CCn1c(-c2ccccc2)csc1=Nc1ccc(O)cc1 | 48* | 29% | 82* | 1% | ? | -26% | 2%
COC(=O)c1ccc2c(=O)n(NC(C)=O)c(=S)[nH]c2c1 | -2 | 0% | 0 | 3% | 21% | -13% | -12%
Cc1ccc(-n2ncc3c2CCCC3NC(=O)CSc2ccccn2)cc1C (configuration not stated) | 6 | -13% | 22 | nt | -2% | 3% | -6%
O=C(CN1C(=O)c2cccc3cccc(c23)C1=O)N1CCCCC1 | -2 | -23% | 6 | 13% | ? | 0% | 4%
COc1ccc(OC)c(-c2nn(-c3ccccc3)cc2C(=O)N2CCc3ccccc3C2)c1 | nt | 10µM* | nt | ? | ? | -4% | nt
CCOC(=O)c1c(NC(=O)CN2CCOCC2)sc(C(=O)NC)c1C | 8 | nt | -26 | 0% | ? | -5% | 3%
O=S(=O)(Nc1nc2ccccc2nc1N1CCN(c2ccccn2)CC1)c1ccc(Cl)cc1 | 15* | 43%[activator] | 38 | -1%&-14% | nt | -3% | -1%
O=C(NCC1CCCO1)c1cc2c(s1)CCC2 (configuration not stated) | 52* | 131%[activator] | 89* | 11% | 172%[activator] | 1% | -11%
CC(=O)N1CCN(CC(=O)Nc2ccccc2C(=O)NCc2ccc(C)cc2)CC1 | -2 | 11% | 3 | 10% | 19% | 0% | 0%
COc1ccc(NC(=O)CSc2nnc(C(C)C)n2N)cc1 | -3 | 13% | -9 | 6% | nt | 1% | -1%
Cc1cc(S(=O)(=O)NCc2ccc(S(N)(=O)=O)cc2)c(C)s1 | -7 | -6% | -20 | 15% | ? | 2% | -1%
CCN(CC)CCNc1nc(-n2nc(C)cc2C)nc2sc3c(c12)CC(C)(C)OC3 | 12* | ? | 31 | 11µM* | ? | -3% | 6%
COc1ccc2c(C#N)c3ccccn3c2c1 | 0 | 20% | -12 | 3.2µM* | -16% | 4% | 0%
Cc1ccc(NC(=O)c2cc(NC(=O)c3ccccc3C(=O)O)ccc2N2CCCCC2)cc1 | 12 | 4% | 26 | -27% | -9% | -9% | 0%
COc1cccc(OC)c1OCCN1CCCC1 | -4 | 0% | 25 | -22% | 227%[activator] | -6% | -4%
Cc1c(C(=O)c2ccccc2)c(=O)n(C)c(=O)n1C | -2 | 21% | -3 | 9% | 50%[activator] | 1% | 4%
O=C(Nc1cccc([N+](=O)[O-])c1)C12CC3CC(C1)CC(n1cnc([N+](=O)[O-])n1)(C3)C2 | -5 | -20% | 15 | -22% | ? | 2% | 4%
COc1ccc(-n2nc(C(=O)NCC(=O)Nc3cc(C)ccc3OC)c3ccccc3c2=O)c(OC)c1 | -2 | 12µM* | 3 | 11% | ? | -2% | 3%
O=C(CCNC(=O)C1CCN(S(=O)(=O)c2ccc(F)cc2)CC1)NCc1ccncc1 | -6 | -12% | -2 | 12% | 7% | -3% | 0%
COc1ccc(OC)c(S(=O)(=O)N2CCC3(CC2)OCCN3S(=O)(=O)c2cccs2)c1 | nt | ? | nt | 3% | 10µM* | -7% | nt
CC(=O)/C(N=Nc1ccc(-n2ccc(C(F)(F)F)n2)cc1)=C(\C)O | -3 | -10% | 23 | 11% | -6% | 7% | 1%
CCc1nnc(NC(=O)CSc2nc3ccc(OC)cc3[nH]2)s1 | -1 | 23% | 5 | 8% | 2% | -7% | 0%
CC(=O)c1cccc(NC(=S)NC(=O)c2ccc(Br)cc2)c1 | 32* | 17% | 32 | 0% | -96% | 4% | 0%
COc1ccccc1CN1CC(C(=O)NCc2ccc(C)c(F)c2)CCC1=O (configuration not stated) | -2 | 0% | 13 | 6% | ? | 13% | 6%
CCCCCCCCCCCCCCCCN | nt | 1% | nt | nt | -13% | 2% | nt
Nc1cccc2c1C(=O)N(CC(=O)NC13CC4CC(CC(C4)C1)C3)C2=O | -3 | -1% | -9 | 8% | 12% | 3% | -2%
O=C(O)CSc1c(-c2ccccc2)c2cc(Cl)ccc2[nH]c1=O | -3 | 10% | -4 | 46%[activator] | -10% | -13% | 2%
CCCCn1c(N)c(NCC(C)C)c(=O)[nH]c1=O | 0 | 15% | 2 | 6% | 12% | 4% | -1%
N#Cc1c(N2CCN(C(=O)c3ccccc3Cl)CC2)nc(-c2ccccc2)c2c1CCCC2 | 1 | ? | 2 | ? | ? | -5% | 1%
OC(c1ccc(OCc2ccccc2)cc1)c1nnc(-c2ccccc2)o1 (configuration not stated) | -5 | 5% | -20 | 10% | nt | -9% | -1%
CC1CCN(CC(=O)Nc2ccccc2-c2ccccc2)CC1 | -4 | ? | 1 | 35µM* | ? | -1% | 0%
O=S1(=O)CCC(SCc2nc3sccn3c2Br)C1 (configuration not stated) | 0 | 9% | -7 | 18% | 21% | -5% | -3%
CCOC(=O)c1oc2ccc(S(=O)(=O)N3CCC(C)CC3)cc2c1C | 0 | ? | -10 | 2% | ? | 3% | 3%
C[n+]1ccccc1COc1ccc(C(C)(C)C)cc1 | -3 | ? | -10 | ? | 0.37µM* | -10% | -7%
O=[N+]([O-])c1ccc2[nH]c(O)c(N=NC3CS(=O)(=O)CC3O)c2c1 (configuration not stated) | -3 | 3% | -2 | 4% | 20% | 2% | 0%
C=CCOC(=O)/C=C/C(=O)NC(N)=O | -2 | ? | -8 | 3% | 0% | -18% | 9%
CCN(CC)S(=O)(=O)c1ccc(NC2=NS(=O)(=O)c3ccccc32)cc1 | -2 | nt | -16 | 6% | -10% | -4% | -4%
CCN(CC)C(=O)c1sc2c(c1C)c(=O)n(-c1ccc(OC)cc1OC)c(=O)n2CC(=O)c1ccccc1 | 12 | ? | -5 | ? | 38%[activator] | -2% | 0%
CCC(=O)Nc1nc(-c2cc([N+](=O)[O-])cs2)cs1 | 4 | 56%[activator] | 93 | -1% | 116%[activator] | -3% | 8%
Cc1cc(C)nc(-n2nc(C)cc2NC(=O)c2cc(=O)c3ccccc3o2)n1 | -3 | 9% | -13 | 8% | 27% | nt | -12%
CC1(C)C2CC=C(/C=N/NC(=O)c3ccc(Cl)cc3)C1C2 (configuration not stated) | 10 | ? | 30 | 9% | ? | -5% | 1%
O=c1cc(-c2ccc(O)cc2)oc2c(C3O[C@H](CO)[C@@H](O)[C@H](O)[C@H]3O)c(O)cc(O)c12 (some centres not stated) | nt | 2% | nt | 7% | 28% | 2% | nt
Further records follow:
SMILES | CHX counter | Pf growth 48h | Shiga toxin inh | HCV inh | Pf growth 96h | Tb PYK inh | LmPK inh
Oc1ccccc1N1CCN(C(c2ccccc2)c2ccccc2)CC1 | 4 | ? | -3 | 6% | ? | -7% | 11%
c1csc(C2C3=C(Nc4ncnn42)c2ccccc2OC3)c1 (configuration not stated) | -3 | ? | -22 | 7% | 13µM* | -25% | 4%
O=C(CCNS(=O)(=O)c1ccccc1F)N1CCN(Cc2ccccc2)CC1 | nt | 6% | nt | -8% | 3% | -7% | nt
Cc1ccc(-c2c(C(=O)O)c(C(=O)O)c3n2CSC3)cc1 | -5 | 0%[0.00184 µM] | -3 | 8% | 31%[activator] | 1% | 14%
Cc1nc2ccc(NC(=O)COc3cccc(F)c3)cc2s1 | 26* | -22% | 31 | -17% | 27% | 0% | 3%
COc1ccccc1CNC(=O)C(=O)NCC(c1ccco1)N1CCOCC1 (configuration not stated) | 1 | 29% | -13 | 8% | ? | -3% | 1%
CC(C)CNS(=O)(=O)c1cc2c3c(c1)CCC(=O)N3CCC2 | 15 | 6% | 7 | 4% | ? | 5% | 0%
O=C(CN1C(=O)CSc2ccc(S(=O)(=O)N3CCOCC3)cc21)NCCCN1CCc2ccccc2C1 | -9 | 1% | -22 | -9% | 15% | -2% | 1%
CCOc1ccc(NC(=O)CN2C(=O)CSc3ccc(S(=O)(=O)N4CCOCC4)cc32)cc1 | 5 | -22% | -3 | -26% | ? | 7% | 5%
O=C(CCCc1c[nH]c2ccccc12)Nc1ccc(S(=O)(=O)Nc2ncccn2)cc1 | 1 | 0% | -9 | 8% | -1% | -2% | 2%

In the list so far, 5 have a nitro group on carbon:
SMILES | CHX counter | Pf growth 48h | Shiga toxin inh | HCV inh | Pf growth 96h | Tb PYK inh | LmPK inh
Cc1ccccc1CNC(=O)Cc1ccccc1[N+](=O)[O-] | 58* | 77%[activator] | 62* | 8% | ? | -1% | -6%
O=[N+]([O-])c1c(NCCO)cc(N2CCN(Cc3ccc4c(c3)OCO4)CC2)c2nonc12 | -2 | ? | -10 | 12% | 21% | 1% | 4%
O=C(Nc1cccc([N+](=O)[O-])c1)C12CC3CC(C1)CC(n1cnc([N+](=O)[O-])n1)(C3)C2 | -5 | -20% | 15 | -22% | ? | 2% | 4%
O=[N+]([O-])c1ccc2[nH]c(O)c(N=NC3CS(=O)(=O)CC3O)c2c1 (configuration not stated) | -3 | 3% | -2 | 4% | 20% | 2% | 0%
CCC(=O)Nc1nc(-c2cc([N+](=O)[O-])cs2)cs1 | 4 | 56%[activator] | 93 | -1% | 116%[activator] | -3% | 8%

Additional compounds follow.
SMILES | CHX counter | Pf growth 48h | Shiga toxin inh | HCV inh | Pf growth 96h | Tb PYK inh | LmPK inh
CC1CCN(S(=O)(=O)c2ccc3ncn(CC(=O)N4CCN(C)CC4)c(=O)c3c2)CC1 | -6 | -6% | -26 | 9% | 15% | 4% | 0%
COCc1ccc(C(=O)N2CCCC(Nc3ccc(F)c(F)c3)C2)s1 (configuration not stated) | -2 | -8% | 12 | -25% | -6% | 2% | -2%
COC(=O)C1CCN(C(=O)COC(=O)c2ccc(=O)n(Cc3ccccc3)n2)CC1 | nt | -9% | nt | 9% | 10% | 1% | nt
O=c1ccc(NS(=O)(=O)c2ccccc2)cn1Cc1ccc(Cl)c(Cl)c1 | -2 | -12% | 18 | -11% | ? | 8% | -1%
Cc1cccc(NC(=O)C2CC(O)CN2C(=O)Oc2ccccc2)c1 (configuration not stated) | -4 | 10% | 8 | 21% | ? | 6% | 0%
CNS(=O)(=O)c1ccc(C(=O)NCC(=O)NCCc2ccc3c(c2)OCCO3)cc1 | nt | -15% | nt | -11% | ? | -2% | nt
O=S(=O)(c1ccc(N2CCN(Cc3ccccc3)CC2)nc1)N1CCCC1 | nt | -18% | nt | -29% | 26% | -11% | nt
C/C(N)=C(/C#N)C(=O)COC(=O)c1cccc(O)c1 | 17 | 40%[activator] | 97* | 5% | 266%[activator] | -7% | -2%
